Screening data from PubChem BioAssay.
Pin1 inh – blocks the human prolyl isomerase Pin1; Potency, µM (top dose mostly 115 µM), for the others: at the highest dose activity, negative = inhibition, usual class: inhibitors; Pin1 FP peptide displacement, HiFluor488, 10 min; actives 0.009% (n = 390,000); Q13526; AID 504891; active = well fitted inhibition curve with a large enough effect in the polarisation, with a control signal flat, not every such curve was filed as active; inconclusive = small, poorly fitted or top-dose-only effect, or effect the other way, or a change in a side signal; inactive = no such curve, though single readings can be large or run the other way; the % refers to the polarisation; also: potency is read from the fitted curve at half-maximal effect; % is scaled to controls: 0 for no effect and ±100 for the full control effect
Tb PGK inh – inhibitors of T. brucei phosphoglycerate kinase | PGK/GAPDH coupled, Kinase-Glo luminescence, 60 min | Potency, µM (titrated, usually from 57.5 µM), inactives show at the highest dose activity change, negative = inhibition, usual class: inhibitors | actives 0.043% (n = 380,000); also: potency is read from the fitted curve at half-maximal effect; % is scaled to controls: 0 for no effect and ±100 for the full control effect; nearly all actives have a fitted effect of over 60% in size
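Luminescent ATP detection (Kinase-Glo Plus) follows a 60-minute room-temperature incubation, with wells lacking PGK as controls. Buffer: 100 mM TEA (pH 7.6), 5 mM MgCl2, 0.01% Tween-20. Coupling enzyme GAPDH (100 nM final) supplies unstable 1,3-BPG in-well.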
USP1 inh – USP1/UAF1 (human) deubiquitinase inhibition; O94782; recombinant USP1/UAF1, Ub-Rhodamine cleavage fluorescence; actives 0.23% (n = 390,000); Potency, µM (titrated, usually from 57.1 µM), inactives show at the highest dose activity change, negative = inhibition, hits mostly inhibitors; also: potency is read from the fitted curve at half-maximal effect; % is scaled to controls: 0 for no effect and ±100 for the full control effect; nearly all actives have a fitted effect of over 60% in size; inactives centre near -12
Target sequence (O94782 whole entry, looked up): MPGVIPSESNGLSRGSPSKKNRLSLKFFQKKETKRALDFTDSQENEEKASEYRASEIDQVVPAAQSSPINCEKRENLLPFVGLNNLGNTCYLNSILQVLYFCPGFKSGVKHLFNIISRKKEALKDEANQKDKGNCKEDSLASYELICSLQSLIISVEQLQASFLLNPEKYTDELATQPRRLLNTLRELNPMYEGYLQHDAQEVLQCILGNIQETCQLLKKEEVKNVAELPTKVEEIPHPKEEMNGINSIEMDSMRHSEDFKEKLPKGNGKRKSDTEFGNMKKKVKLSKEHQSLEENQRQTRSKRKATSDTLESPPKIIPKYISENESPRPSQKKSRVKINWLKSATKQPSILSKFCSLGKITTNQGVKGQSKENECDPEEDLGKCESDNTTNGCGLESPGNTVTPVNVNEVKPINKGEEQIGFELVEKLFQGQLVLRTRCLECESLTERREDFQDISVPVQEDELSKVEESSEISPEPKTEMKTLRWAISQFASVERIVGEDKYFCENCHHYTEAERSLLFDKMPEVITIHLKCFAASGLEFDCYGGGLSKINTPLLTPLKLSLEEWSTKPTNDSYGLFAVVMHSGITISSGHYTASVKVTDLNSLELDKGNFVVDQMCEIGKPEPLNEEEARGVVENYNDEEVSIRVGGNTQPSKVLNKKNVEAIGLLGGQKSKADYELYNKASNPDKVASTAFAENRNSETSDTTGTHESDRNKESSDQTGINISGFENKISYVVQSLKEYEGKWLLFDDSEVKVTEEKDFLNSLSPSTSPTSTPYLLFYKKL
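In this screen, compounds sit with the deubiquitinase complex (1nM) for 15 min at room temperature before Ub-Rho is added at 150nM final. Fluorescence rise is then followed for 6 reads every 60 seconds.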
PI4K2A inh – PI4K2A (human) kinase inhibition | Q9BTU6 | purified PI4K2A, ADP-Glo luminescence, 1 h; stronger effect = lower value | activity change, negative = inhibition, % at 76.9 µM | actives 0.13% (n = 420,000) | AID 1346378; in the data active = activity change below about -50%; inconclusive = mostly about -30% to -49%;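 also: -100% = wells without enzyme as full effect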
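ADP-Glo luminescence measured ADP generated by PI4K2A enzyme (4 ug/mL before mixing) with 1.2 mM PI substrate (pre-mix) and 300 microM ATP (pre-mix). Tris pH7.5 buffer with MgCl2, Triton X-100; 1 h reaction at ambient temperature.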
rTrxR1 inhibitor – blocks rat thioredoxin reductase 1; O89049; recombinant rTrxR1, NADPH fluorescence consumption, selenite substrate; Potency, µM (titrated, usually from 114 µM), inactives show at the highest dose activity change, negative = inhibition, most hits filed as inhibitors; actives 1% (n = 390,000); also: potency is read from the fitted curve at half-maximal effect; % is scaled to controls: 0 for no effect and ±100 for the full control effect; nearly all actives have a fitted effect of over 65% in size
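Rat TrxR1 (90 nM in the dispensed reagent) was pre-reduced with 400 uM NADPH for 5 min at room temperature, then incubated with compound for 15 min. After 400 uM selenite was added, NADPH fluorescence (Ex 340/Em 450 nm) was followed for 8 min.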
HP1b binding inh – inhibitors of HP1-beta chromodomain binding to methylated histone tails; P83916; AlphaScreen HP1-beta / biotin-H3K9me3 peptide binding; Potency, µM (titrated, usually from 114 µM), without a hit: at the top dose activity change, negative = inhibition, usual class: inhibitors; actives 0.56% (n = 390,000); also: potency is read from the fitted curve at half-maximal effect; nearly all actives have a fitted effect of over 70% in size; inactives centre near 23
Target sequence (P83916 whole entry, looked up): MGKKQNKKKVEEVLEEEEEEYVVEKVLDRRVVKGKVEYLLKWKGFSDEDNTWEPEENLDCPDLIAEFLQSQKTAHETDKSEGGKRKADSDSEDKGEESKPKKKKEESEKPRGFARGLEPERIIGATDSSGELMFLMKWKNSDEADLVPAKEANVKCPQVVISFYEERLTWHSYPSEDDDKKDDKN
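Compound inhibition of the preformed complex between 50 nM HP1-beta and 50 nM biotinylated H3K9me3 peptide was read by AlphaScreen. Buffer was PBS pH 7.4 with 0.01% Tween-20. Incubations ran 30 min at room temperature, with 10 ug/mL donor/acceptor beads.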
IDH1 R132H inh – human IDH1 R132H inhibition. O75874. IDH1-R132H enzyme, NADPH consumption, diaphorase/resazurin fluorescence. Potency, µM (series often up to 76.6 µM), for the others: at the highest dose activity change, negative = inhibition, hits mostly inhibitors. actives 0.093% (n = 390,000); also: potency is read from the fitted curve at half-maximal effect; % is scaled to controls: 0 for no effect and ±100 for the full control effect; nearly all actives have a fitted effect of over 65% in size
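IDH1-R132H (0.5 ug/mL) preincubated 30 min with compound, then NADPH (0.016 mM) and alpha-KG (2 mM) added; 80 min at RT, pH 7.5. Remaining NADPH coupled via diaphorase/resazurin to fluorescence (540/590 nm); concentration-response curves normalized to no-enzyme control.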
TrxR1 substrate – is turned over as a substrate by rat TrxR1. Potency, µM (top dose mostly 114 µM), inactives show at the highest dose activity change, negative = substrate turnover. actives 0.01% (n = 390,000). O89049. purified TrxR1 substrate turnover, NADPH consumption readout; also: potency is read from the fitted curve at half-maximal effect; % is scaled to controls: 0 for no effect and ±100 for the full control effect; nearly all actives have a fitted effect of over 50% in size
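Rat TrxR1, dispensed at 90 nM, was prereduced with 400 uM NADPH (final) for 5 min at ~22 deg C, then incubated with compound 15 min before 400 uM selenite. A first-read NADPH fluorescence drop versus no-compound background flagged substrates.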
GLS inh – glutaminase GLS (human) inhibition; GLS enzymatic activity, qHTS titration; Potency, µM (series often up to 45.5 µM), inactives show at the top dose activity change, negative = inhibition, actives largely listed as inhibitors; actives 0.21% (n = 410,000); AID 624170; also: potency is read from the fitted curve at half-maximal effect; % is scaled to controls: 0 for no effect and ±100 for the full control effect
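hKGA in 45 mM KH2PO4 pH 8.2, 0.02% Tween-20 with pin-transferred compounds; 1 mM L-glutamine (stock) plus glutamate oxidase/HRP/Amplex Red coupling added. Fluorescence read initially and after 30 min at RT.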
An asterisk follows results filed as active; i = inactive; ? = inconclusive; nt = not tested or not shown; & = joins results of further samples; [ ] = another dose, or the depositor's remark. Unless noted, calls follow the shape of the dose curve; as a rule, active = well fitted curve in the direction sought with a large enough effect; inconclusive = small, poorly fitted or top-dose-only effect, or another doubt; inactive = no such curve, though single readings can be large; an effect the other way counts as inactive or inconclusive. This is a subset (hit frequency here may not be typical).

Under each structure: Pin1 inh | Tb PGK inh | USP1 inh | PI4K2A inh | rTrxR1 inhibitor | HP1b binding inh | IDH1 R132H inh | TrxR1 substrate | GLS inh
CN(Cc1ccccc1)C(=O)c1cc(-c2cccc(Cl)c2)on1
  -2% | -1% | -19% | -7 | 3% | 118%[activator] | 7% | -13% | 8%
Cc1nnsc1S(=O)c1ccc(Cl)cc1 (stereo unspecified)
  ? | nt | 1% | 0 | -22% | 33% | 6% | -1% | -1%
COc1ccccc1CNC(=O)COC(=O)c1ccc(C)c(S(=O)(=O)N2CCCCC2)c1
  -8% | -10% | -26% | -2 | 28% | 48%[activator] | 0% | 4% | -5%
Cc1ccc(NC(=O)CN(C)C(=O)c2ccc(Cl)c(S(=O)(=O)NCc3ccco3)c2)cc1
  0% | -6% | -20% | -4 | 4% | 8% | -5% | -2% | 7%
Cc1ccc(CNC(=O)CN(C)S(=O)(=O)c2cccs2)cc1
  1% | -8% | -13% | -25 | 12%[57.1 µM] | 20% | 5% | 7%[57.1 µM] | 14%
Cc1nc2ccc(S(=O)(=O)NC(C(=O)Nc3nc4ccc(Cl)cc4s3)C(C)C)cc2s1 (stereo unspecified)
  5% | i | -22% | 2 | 23% | 47%[activator] | -6% | 0% | 2%
O=C(O)CC(NC(=O)C12CC3CC(CC(C3)C1)C2)c1cccc(Cl)c1 (stereo unspecified)
  -7% | i | -22% | 1 | 23% | 27% | 0% | 0% | -7%
C/C(=N\Nc1nc2ccccc2[nH]1)c1ccc(C)o1
  -1% | -4% | 2% | -11 | -15%[57.1 µM] | -25% | 0% | -5%[57.1 µM] | ?
Cc1ccc2nc(-c3ccccn3)oc2c1
  1% | -13% | -5% | -13 | ? | 55%[activator] | 19% | 201%[activator] | 7%
Cc1ccc(-n2ncc3c(SCc4cccnc4)ncnc32)c(C)c1
  -1% | i | -1% | 2 | 19%[57.1 µM] | 33% | -1% | -5%[57.1 µM] | -3%
COc1ccc(NC(=O)CSc2nnc(-c3ccccc3)n2Cc2ccco2)cc1OC
  -10% | -6% | -2% | 4 | 3%[57.1 µM] | -5% | 1% | 4%[57.1 µM] | -2%
CCc1cccc(NC(=S)N2CCC(c3ccccc3)C2)c1 (stereo unspecified)
  -1% | 5% | -6% | 3 | 0% | 30% | 6% | -5% | -11%
COC(=O)c1ccc(-c2ccc(F)cc2)nc1C
  2% | i | -18% | -7 | -15% | 86%[activator] | 4% | -14% | -1%
CC(=O)Nc1nonc1-c1nnc(SCc2ccc(F)cc2Cl)n1C
  -6% | -4% | -20% | -1 | 8% | 43%[activator] | 26% | 6% | 5%
O=C1NC(c2ccccc2)=N/C1=C/c1ccco1
  ? | 1% | -13% | -2 | -16%[57.1 µM] | -9% | -5% | -2%[57.1 µM] | 9%
CCOc1ccc(NC(=O)CSc2nc3c(oc4ccccc43)c(=O)n2CCOC)cc1
  -6% | -2% | -4% | 2 | 18% | 13% | -17% | -2% | -15%
O=S(=O)(c1cc(Cl)cc(Cl)c1)N1CCC2CC1c1cc(Cl)ccc12 (stereo unspecified)
  6% | -2% | -21% | 1 | 22% | 66%[activator] | -4%[38.3 µM] | 7% | 0%
COc1ccc(S(=O)(=O)N2CCN(C)CC2c2ccccc2)cc1OC (stereo unspecified)
  0% | -1% | -15% | -1 | -12% | 34% | 2% | -4% | 0%
CCn1cc(C(=O)OCc2cccc(Br)c2)c(=O)c2ccc(C)nc21
  -3% | -8% | -6% | 4 | -4% | 34% | 4% | -10% | -3%
COc1cccc(CNc2nc3ccccc3n2C)c1O
  -6% | i | -9% | -16 | 26% | 11% | -6% | 0% | 22%
CC/C(=N\Nc1ccc([N+](=O)[O-])cc1)c1ccccc1
  42%[activator] | -3% | ? | 1 | 4% | -6% | 23% | -2% | 19%
CCN(CC)CCCN(Cc1cc2cc3c(cc2[nH]c1=O)OCO3)C(=S)NCc1ccco1
  0% | -5% | -11% | 3 | 14%[57.1 µM] | 2% | -5% | 25%[57.1 µM] | 4%
CC(C)OCCCNc1ncnc2c1cnn2-c1ccccc1
  2% | -9% | -18% | -5 | 6% | 23% | 10% | 8% | -10%
CC(C)CC(C(=O)NCC1CCCO1)N(C(=O)Cn1nnc(-c2ccc(F)cc2)n1)c1ccccc1F (stereo unspecified)
  4% | -7% | -14% | 3 | 10% | 25% | -1% | -4% | -3%
CSc1ccc(C2=CC(=O)C[C@H](c3ccc(Cl)cc3)C2)cc1
  2% | -1% | 10% | -1 | 22%[57.1 µM] | 23% | -5% | 13%[57.1 µM] | 3%
CCOC(=O)N1CCc2c(sc3nc4n(c(=O)c23)N=C(C)CS4)C1
  -9% | -6% | 3% | -13 | -11% | 25% | 8% | -1% | 13%
CC(=O)N1CCN(CC(=O)Nc2cc(F)ccc2C)CC1
  -3% | -4% | -4% | -1 | 10%[57.1 µM] | 12% | 5% | -2%[57.1 µM] | -3%
N=c1oc2ccc(Br)cc2cc1C(=O)NCc1ccccc1
  -1% | i | -13% | -3 | 6% | 5% | 5% | 0% | 1%
O=C1CN(C(=O)Cc2ccc(F)cc2)C(c2ccccc2)c2cc(Br)ccc2N1 (stereo unspecified)
  ? | i | -4% | -1 | 14% | 15% | 6% | -5% | -16%
Cc1ccc(C)c(NC(=O)CS(=O)(=O)c2cn(C)c3ccccc23)c1
  4% | nt | -6% | 1 | 11% | 60%[activator] | 2% | -6% | 0%
CCOc1ccc(-n2c(SCC(=O)NCc3ccccc3)nc3n[nH]c(C)c3c2=N)cc1
  12% | -4% | 4% | -7 | 24%[57.1 µM] | 58%[activator] | -17% | 14%[57.1 µM] | -25%
c1ccc(Cn2c(NCc3ccccn3)nc3ccccc32)cc1
  -1% | 0% | -6% | 2 | 10% | 24% | -4% | -3% | 23%
O=C(Nc1cccc(C(=O)OCc2cc(=O)n3c4c(sc3n2)CCCC4)c1)c1cccc(F)c1
  6% | -5% | -1% | -1 | 20%[57.1 µM] | 28% | -11% | 7%[57.1 µM] | -12%
CN1C(=O)/C(=C/c2ccccc2F)Sc2ccc(C(=O)NCC3CCCO3)cc21 (stereo unspecified)
  -7% | -1% | -21% | 2 | 2% | 2% | -7% | -4% | 0%
Cc1ccc(NC(=O)Cn2cnc3nc4c(cc3c2=O)CCCC4)cc1Cl
  1% | -7% | ? | 3 | 16%[57.1 µM] | 21%[57 µM] | 11% | 2%[57.1 µM] | 7%
COC(=O)[C@H]1C[C@@H]1[C@H](N)c1ccccc1
  2%&-1% | -4% | 7% | -3 | -2%[57.1 µM] | 22%&20% | 23% | 2%[57.1 µM] | 4%
O=c1[nH]c2ccc(Br)cc2c(-c2ccccc2)c1N1CCOCC1
  3% | -4% | -5% | -1 | 33% | 39% | ? | 22% | -1%
CCc1cccc(C)c1NC(=O)CSc1n[nH]c(N)n1
  0% | -8% | -16% | -1 | 13% | 46%[activator] | -3% | 2% | 24%
C=CCn1c(C)cc(C2=NNC(=NCc3ccccc3)SC2)c1C
  7% | 4% | -18% | 0 | 29%[57.1 µM] | ? | 2% | 7%[57.1 µM] | -20%
COc1ccccc1NC(=S)N1CCN(c2ccccc2F)CC1
  -7% | -8% | -20% | -1 | 14% | 41%[activator] | 8% | 2% | 11%
N#Cc1cc2c(nc1S(=O)(=O)Cc1ccccc1)CCCC2
  5% | -5% | -5% | 3 | 6%[57.1 µM] | 48%[activator] | 5% | -12% | -15%

Taken from the results shown, 2 compounds:
Under each structure: Pin1 inh | Tb PGK inh | USP1 inh | PI4K2A inh | rTrxR1 inhibitor | HP1b binding inh | IDH1 R132H inh | TrxR1 substrate | GLS inh
CCOc1ccc(-n2c(SCC(=O)NCc3ccccc3)nc3n[nH]c(C)c3c2=N)cc1
  12% | -4% | 4% | -7 | 24%[57.1 µM] | 58%[activator] | -17% | 14%[57.1 µM] | -25%
c1ccc(Cn2c(NCc3ccccn3)nc3ccccc32)cc1
  -1% | 0% | -6% | 2 | 10% | 24% | -4% | -3% | 23%

Shown in markdown: entries from further up.
| structure | Pin1 inh | Tb PGK inh | USP1 inh | PI4K2A inh | rTrxR1 inhibitor | HP1b binding inh | IDH1 R132H inh | TrxR1 substrate | GLS inh |
| --- | --- | --- | --- | --- | --- | --- | --- | --- | --- |
| c1ccc(Cn2c(NCc3ccccn3)nc3ccccc32)cc1 | -1% | 0% | -6% | 2 | 10% | 24% | -4% | -3% | 23% |
| O=C(Nc1cccc(C(=O)OCc2cc(=O)n3c4c(sc3n2)CCCC4)c1)c1cccc(F)c1 | 6% | -5% | -1% | -1 | 20%[57.1 µM] | 28% | -11% | 7%[57.1 µM] | -12% |
| CN1C(=O)/C(=C/c2ccccc2F)Sc2ccc(C(=O)NCC3CCCO3)cc21 (stereo unspecified) | -7% | -1% | -21% | 2 | 2% | 2% | -7% | -4% | 0% |
| Cc1ccc(NC(=O)Cn2cnc3nc4c(cc3c2=O)CCCC4)cc1Cl | 1% | -7% | ? | 3 | 16%[57.1 µM] | 21%[57 µM] | 11% | 2%[57.1 µM] | 7% |
